Source: PubChem
human PMI inhibitors: human PMI inhibitors, high substrate, primary screen, biochemical, fluorescence intensity, high mannose 6-phosphate (AID 1220); recombinant PMI enzyme, coupled fluorescence intensity; higher % means a stronger effect; inhibition, % at 20 µM; hits with a dose series show IC50 in µM; Mannose-6-phosphate isomerase (Homo sapiens); hit rate 0.66% among 190,000
K1F lysis inhibition: inhibition of K1F phage lysis, E. coli UTI89, bacterial capsule biogenesis inhibitors, alamar blue (AID 488966) | E. coli UTI89 K1F phage lysis, alamar blue, 2 h; higher % means a stronger effect | inhibition, % at 100 µM, or IC50 in µM where a hit was titrated | hit rate 0.02% among 340,000;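 active means phage lysis inhibition, versus mean bacterial control, above a set limit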;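 further: capsule biogenesis inhibitors block K1F phage lysis so surviving cells raise fluorescence; higher fluorescence means more inhibition of phage lysis; actives were called in the ten point dose series up to 300 µM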
PMI inhibitors: inhibitors of human PMI, primary screen, biochemical, fluorescence intensity, coupled assay (AID 1209); one-dose inhibition, % at 20 µM; IC50 in µM for titrated hits; purified PMI enzyme, coupled fluorescence intensity; higher % means a stronger effect; Mannose-6-phosphate isomerase (Homo sapiens); hit rate 0.42% among 190,000;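 further: plate controls were DMSO vehicle for no effect and wells lacking substrate for full effect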
ER stress rescue: rescue of cells from ER stress-induced death, primary screen, 384-well, CSM14.1, thapsigargin, ATP luminescence (AID 1222) | CSM14.1 thapsigargin-induced death rescue, ATP luminescence; higher % means a stronger effect | cellular ATP content (survival), % at 20 µM; hits with a dose series show EC50 in µM | 190,000 tested, under 10 active;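 active means EC50 below 50 µM in the dose-response confirmation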;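 further: death triggered by thapsigargin at about 15 µM added after 2 h compound pretreatment; cell ATP read after overnight thapsigargin exposure of roughly 18 to 22 hours; normalized against plate controls of thapsigargin alone and 5% DMSO vehicle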
Myeloid diff MLP: induction of myeloid progenitor differentiation, primary screen, cell-based, flow cytometry, MLPCN library; AID 624256, 2012; calls only at 10 µM; hit rate 1% among 360,000; ER-HoxA9 myeloid progenitors, lysozyme-GFP differentiation;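 active means normalized GFP-positive differentiation at or above the plate's own cutoff, the solvent-only control mean plus 3 SD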;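 further: cells exposed to compound for four days before flow analysis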
WT yeast gro inh: growth inhibition of WT strain, primary screen, mitochondrial fusion inhibitor project, WT and mutant strains, chemical genetic | mitochondrial fusion phenotypic screen | inhibition, % at 10 µM | hit rate 2.1% among 190,000 | AID 1362, 2008; in the data active means inhibition above about 58%; tested in S. cerevisiae
Hep lipid drop: inhibitors of hepatocyte lipid droplet formation, primary screen, imaging, high-throughput imaging, BODIPY stain. AML12 mouse hepatocytes, oleate lipid droplets. inhibition, % at 6.5 µM. hit rate 0.4% among 240,000. AID 1656, 2009;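 active means lipid droplet intensity inhibited by at least 50%, with more than 500 cells counted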
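Material – AML12 mouse liver cells · Also added – oleate loading, 100 µM · Compound dosing – 6.5 µM single-point dosing · Times – overnight treatment with compound plus oleate · Measured by – fluorescence imaging, 20x objective, two fields per well · Read-out – percent inhibition of filter-corrected integrated lipid droplet intensity per well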
M1AAP inhibition: P. falciparum M1AAP inhibitors, biochemical, fluorogenic H-Leu-NHMec substrate, 1536-well (AID 1445); recombinant M1AAP, H-Leu-NHMec fluorogenic kinetic assay; higher % means a stronger effect; inhibition, % at 30 µM; hits with a dose series show IC50 in µM; hit rate 0.42% among 220,000; Aminopeptidase N (Plasmodium falciparum (isolate 3D7));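 active means primary inhibition above the hit cutoff, then over 50% inhibition at one or more dose response concentrations, cut at about 23% in these data, passing the limit was not always enough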;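 further: plate controls were DMSO full reaction for no effect and no enzyme background for full effect; strong numbers were not always called active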
TNAP activation fold: human TNAP enzyme activators, primary screen, biochemical, luminescent, no phosphate acceptor, uHTS (AID 1001) | Alkaline phosphatase, tissue-nonspecific isozyme (Homo sapiens) | purified TNAP, luminescent activation assay, no phosphate acceptor; higher activation fold means a stronger effect | one-dose activation fold at 20 µM; EC50 in µM for titrated hits | hit rate 0.03% among 200,000; in the data active means activation fold from about 3, or a potency from the dose series; inactive means the rest, 99 in 100 with activation fold below about 1.6; further: many of its hits are not listed in these tables
WT yeast gro inh mutant strain: further read-out of WT yeast gro inh, marked with its call; inhibition, %; mitochondrial fusion phenotypic screen, mutant strain inhibition
Hep lipid drop cells 6.5 µM: second read-out of Hep lipid drop, no call of its own (marks repeat the call); cell count; measured here: cell count, cytotoxicity flag;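 cells counted across two imaged fields per well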
Myeloid diff MLP GFP+ MAC1+ %: recorded beside Myeloid diff MLP, whose call it bears; GFP+ MAC1+ double positive, %; measured here: differentiation confirmed by MAC1 staining
* = called active by the depositor; i = inactive; nt = no result given; [ ] = another dose, or the depositor's remark. Unless noted, no stated cut-off is given here; in the data, active means inhibition above about 50%; inactive means the rest.

SMILES	human PMI inhibitors	K1F lysis inhibition	PMI inhibitors	ER stress rescue	Myeloid diff MLP	Myeloid diff MLP GFP+ MAC1+ %	WT yeast gro inh	WT yeast gro inh mutant strain	Hep lipid drop	Hep lipid drop cells 6.5 µM	M1AAP inhibition	TNAP activation fold
CC[n+]1c(C)n(C)c2cc(S(=O)(=O)N(C)C)ccc21	8%	-0.7%	17%	-1.1%	i	0.2	-15	-11	3	710	12%	1.1
Cc1cc(C)nc(N/N=C/c2ccco2)n1	2%	3.3%	-2%	-0.9%	i	5.4	19	23	7	791	7%	1.1
Cc1ccc(N(CC(=O)NCc2ccncc2)S(C)(=O)=O)cc1	-21%	0.0%	-20%	0.2%	i	0.3	-10	0	-6	695	6%	1.1
Cc1cc(C)nc(NS(=O)(=O)c2ccc(N=Cc3c(C)[nH]n(-c4ccccc4)c3=O)cc2)n1	-13%	0.5%[50 µM]	-8%	-1.1%	i	1.1	12	23	-36	586	8%	1
CN(Cc1ccccc1)C(=O)c1cc(-c2ccc(Br)cc2)on1	11%	-6.0%	12%	6.9%	i	0.3	-3	-9	-17	766	6%	1.1
Cc1ccccc1Nc1c(-c2ccc(N3CCOCC3)cc2)nc2ncccn12	6%	0.7%	-6%	-2.7%	i	0.2	-5	5	-6	746	10%	1.1
Cc1ccc(NC(NC(=O)OCCn2c([N+](=O)[O-])cnc2C)C(Cl)(Cl)Cl)cc1 (stereo unspecified)	-6%	nt	6%	-0.2%	nt	nt	-8	-9	3	657	11%	1.2
CCO[C@@H]1OC(C(=O)Nc2ccccc2)=C[C@H](c2ccccc2)[C@H]1CCCO	0%	0.2%	9%	0.8%	i	1.3	2	7	6	642	8%	1.1
C/C(CC(=O)NCc1ccc(Cl)cc1)=N\NC(=O)c1ccccc1F	-6%	0.1%	-21%	-10%	i	0.5	1	6	14	666	3%	1
NC(=O)CCN1CCN(Cc2cn[nH]c2-c2cccc3ccccc23)CC1	-5%	1.3%	1%	0.6%	i	0.0	7	2	-9	714	3%	0.8
Cc1cc(C)cc(NC(=S)NCCc2c[nH]c3ccccc23)c1	21%	-0.1%	19%	-4.2%	i	1.2	70*	27*	nt	nt	-2%	1.1
O=C(NCC1COc2ccccc2O1)C1(c2ccccc2)CCCC1 (stereo unspecified)	21%	-0.6%	19%	1.4%	i	0.3	13	4	-20	641	9%	1.1
O=C(NCc1ccc(F)cc1)C(c1ccccc1)N(C(=O)c1csnn1)C1CC1 (stereo unspecified)	9%	2.7%	10%	3.3%	i	0.6	-3	6	-11	659	5%	1.1
CCCCn1nc2cc(C(=O)NC3CCCc4ccccc43)ccc2c1OCC (stereo unspecified)	8%	0.1%	8%	1.2%	i	0.6	6	0	nt	nt	8%	1.1
CCc1cc2c(=O)c(-c3nc4ccccc4n3C)c(C)oc2c(CN2CCN(CCO)CC2)c1O	13%	4.1%	9%	1.0%	i	1.4	-8	-6	nt	nt	15%	1.1
NC(=O)c1cc([N+](=O)[O-])ccc1NCCN1C(=O)c2ccccc2C1=O	14%	nt	-6%	-0.9%	nt	nt	-5	9	3	677	0%	0.9
CCCCOc1c(Cl)cc(CNC(C)(C)CO)cc1OCC	4%	0.9%	4%	0.3%	i	0.1	-8	-2	5	698	-1%	1.1
O=C(COc1ccccc1-c1ccccc1)N/N=C/c1ccncc1	0%	-0.7%	4%	0.9%	i	0.0	15	20	-1	740	7%	1
Cn1cccc1CNCc1ccc(F)cc1	-6%	1.4%[50 µM]	-8%	-2.9%	i	0.9	-10	-27	2	615	2%	1.3
O=C(COC(=O)/C=C/c1cccc(C(F)(F)F)c1)NCc1ccccc1	3%	4.0%	-1%	-2.7%	i	1.0	-15	2	-24	633	1%	1

Two entries from above, with values under each structure:
Value order: human PMI inhibitors, K1F lysis inhibition, PMI inhibitors, ER stress rescue, Myeloid diff MLP, Myeloid diff MLP GFP+ MAC1+ %, WT yeast gro inh, WT yeast gro inh mutant strain, Hep lipid drop, Hep lipid drop cells 6.5 µM, M1AAP inhibition, TNAP activation fold
- Cn1cccc1CNCc1ccc(F)cc1
  -6%, 1.4%[50 µM], -8%, -2.9%, i, 0.9, -10, -27, 2, 615, 2%, 1.3
- Cc1cc(C)cc(NC(=S)NCCc2c[nH]c3ccccc23)c1
  21%, -0.1%, 19%, -4.2%, i, 1.2, 70*, 27*, nt, nt, -2%, 1.1

The listing continues:
SMILES	human PMI inhibitors	K1F lysis inhibition	PMI inhibitors	ER stress rescue	Myeloid diff MLP	Myeloid diff MLP GFP+ MAC1+ %	WT yeast gro inh	WT yeast gro inh mutant strain	Hep lipid drop	Hep lipid drop cells 6.5 µM	M1AAP inhibition	TNAP activation fold
Cc1ccc(-c2cc(Cc3ccccn3)c(=O)[nH]n2)cc1	nt	1.0%	nt	nt	i	0.4	nt	nt	-5	701	1%	nt
O=C(CCc1ccc(S(=O)(=O)NCCc2ccccc2)cc1)N1CCN(Cc2ccc3c(c2)OCO3)CC1	9%	-2.4%	7%	1.7%	nt	nt	-6	-16	13	757	0%	1
CC(=O)NN1C(=O)c2ccccc2NC1c1ccco1 (stereo unspecified)	-8%	-0.6%	-7%	-0.6%	i	0.4	6	4	1	742	17%	1.1
COc1ccc(/C(O)=C(\C#N)c2nc3ccccc3n2C)cc1OC	3%	0.4%	2%	2.7%	i	7.9	-4	-15	nt	nt	12%	1.1
O=C(NCCSc1c[nH]c2ccccc12)c1ccc(Br)o1	16%	-0.2%	15%	nt	i	2.4	21	12	8	585	14%	1.1
CCOCCCNC(=O)C(NC(=O)c1ccc(NC(C)=O)cc1)c1ccc(C)cc1 (stereo unspecified)	14%	1.7%	17%	-0.6%	i	0.0	-1	0	-5	596	1%	1.3
O=C(C1CCCN(CCCc2ccccc2)C1)N1CCCCCC1 (stereo unspecified)	-3%	-5.0%	-10%	-1.3%	i	0.7	-9	5	0	634	5%	1
CC1(C)C=Cc2c(c3c(c4c(=O)c(-c5ccc(O)cc5)coc24)OC(C)(C)CC3)O1	-6%	5.4%	14%	0.0%	i	2.3	71*	34*	31	733	2%	0.9
Cc1ccc(S(=O)(=O)N2CCC(C(=O)N3CCC(C(=O)NCC4CCCO4)CC3)CC2)cc1 (stereo unspecified)	1%	-0.2%	6%	-0.1%	i	1.8	2	19	nt	nt	4%	1.1
Cc1ccc(-c2csc3nc4ccc(C(=O)NCCO)cc4c(=O)n23)cc1	nt	0.3%	nt	nt	i	0.7	nt	nt	-8	760	9%	nt
CC(=O)Nc1cccc(NC(=O)CCn2c(=O)sc3ccccc32)c1	7%	1.8%	8%	-1.6%	i	0.4	6	2	21	743	2%	1.1
Cc1ccc2c(c1)c1nnc(SCC(=O)N3CCN(c4ccc(F)cc4)CC3)nc1n2CC(=O)O	-16%	1.0%[50 µM]	-13%	-1.8%	i	0.1	0	-6	-31	598	2%	1.2
CN(CC(=O)Nc1ccc(F)cc1)C(=O)CSc1nc2ncc(Cl)cc2[nH]1	-12%	1.1%	-7%	-1.3%	i	1.2	3	-3	32	716	0%	1.1
O=C(Nc1ccc(N2C(=O)C3C4C=CC(C4)C3C2=O)cc1)Nc1nnc(C(F)(F)F)s1 (stereo unspecified)	5%	i	4%	1.2%	i	1.7	10	2	nt	nt	10%	1.2
NCCCC[C@H](NC(=O)C1CCNCC1)c1nnc([C@@H](N)Cc2ccc(O)cc2)o1	-6%	3.1%	-1%	3.5%	i	1.3	4	1	15	700	-2%	1.5
COc1cccc(C(=O)Cn2c(=N)n(C)c3ccccc32)c1	-18%	1.4%	-19%	-7.0%	i	0.7	-18	-20	nt	nt	9%	1.1
COc1cccc(S(=O)(=O)Nc2ccc(C(=O)NCc3ccco3)cc2)c1	12%	-0.8%	14%	-1.0%	i	8.2	3	-8	8	673	4%	0.9
OCCCNC(=S)Nc1ccc(Br)cc1Cl	nt	0.8%	nt	nt	i	0.5	nt	nt	-6	615	-2%	nt
O=C(N/N=C1\CCCc2ccccc21)c1cccc(Br)c1	10%	0.0%	4%	-0.3%	i	0.1	-3	3	-10	758	6%	1.1
CCc1c(C)nc2ncnn2c1NCCc1ccccc1	4%	3.7%	6%	-0.2%	i	1.1	2	-16	nt	nt	6%	1.2
COc1ccc(CNS(=O)(=O)NCc2ccc(OC)c(OC)c2)cc1	-4%	0.2%	-9%	-1.4%	i	0.8	-8	-2	3	659	3%	1.1
CSCCC(=O)Nc1nc(-c2ccccn2)cs1	-119%	0.2%	-71%	22%	i	0.1	2	-11	8	727	-3%	1.4
Cc1cc(NC(=O)CSc2n[nH]c(N)n2)no1	5%	0.3%	3%	0.5%	i	0.3	-1	-5	10	681	0%	1
COc1ccc(Cn2c(-c3ccc(OC)c(O)c3)nc3ccccc32)cc1O	nt	-1.0%	nt	0.2%	i	0.2	-14	-22	-21	718	14%	1

In a second layout: three of the compounds above
CSCCC(=O)Nc1nc(-c2ccccn2)cs1
  human PMI inhibitors: -119%
  K1F lysis inhibition: 0.2%
  PMI inhibitors: -71%
  ER stress rescue: 22%
  Myeloid diff MLP: i
  Myeloid diff MLP GFP+ MAC1+ %: 0.1
  WT yeast gro inh: 2
  WT yeast gro inh mutant strain: -11
  Hep lipid drop: 8
  Hep lipid drop cells 6.5 µM: 727
  M1AAP inhibition: -3%
  TNAP activation fold: 1.4
Cc1cc(NC(=O)CSc2n[nH]c(N)n2)no1
  human PMI inhibitors: 5%
  K1F lysis inhibition: 0.3%
  PMI inhibitors: 3%
  ER stress rescue: 0.5%
  Myeloid diff MLP: i
  Myeloid diff MLP GFP+ MAC1+ %: 0.3
  WT yeast gro inh: -1
  WT yeast gro inh mutant strain: -5
  Hep lipid drop: 10
  Hep lipid drop cells 6.5 µM: 681
  M1AAP inhibition: 0%
  TNAP activation fold: 1
COc1ccc(Cn2c(-c3ccc(OC)c(O)c3)nc3ccccc32)cc1O
  human PMI inhibitors: nt
  K1F lysis inhibition: -1.0%
  PMI inhibitors: nt
  ER stress rescue: 0.2%
  Myeloid diff MLP: i
  Myeloid diff MLP GFP+ MAC1+ %: 0.2
  WT yeast gro inh: -14
  WT yeast gro inh mutant strain: -22
  Hep lipid drop: -21
  Hep lipid drop cells 6.5 µM: 718
  M1AAP inhibition: 14%
  TNAP activation fold: 1
